PglD DTNB – blocks C. jejuni PglD acetyltransferase activity | purified PglD enzyme, DTNB colorimetric CoA detection | inhibition, % at 12.5 µM | actives 0.098% (n = 360,000) | AID 602405; in the data active = inhibition above about 16%, passing the limit was not always enough; inconclusive = no clear call, values can overlap the other calls; also: strong numbers were not always called active
Cneo AK release – causes C. neoformans cell lysis; lysis activity, % at 15 µM; actives 0.2% (n = 360,000); adenylate kinase release luminescence, 4 h; normalised: neutral wells 0, clomiphene wells 100;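 active = mean lysis activity across replicates of at least 80%, whatever share of replicates individually reach that level; inactive = mean lysis activity below 80%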
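read-out = cell lysis signal | test system = log-phase Cryptococcus neoformans yeast cells | input = cells at 5 × 10^6 per mL | medium = fresh YPD growth medium | signal = luminescent adenylate kinase detection reagent | timing = 4 h at 37 °C static, read 1 h later | dosing = single dose | controls = Clomiphene as positive lysis control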
PAX8 reporter – inhibitors of PAX8 transcriptional activity in RMG-I cells. RMG-I TPO-luciferase reporter, SteadyGlo, 24 h. inhibition, % at 12.6 µM. actives 1.2% (n = 360,000);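 active = mean replicate inhibition at least 60% with every replicate also reaching 60%; inconclusive = only one of the two criteria is met; inactive = mean below 60% and not all replicates reaching 60%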;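 also: luciferase light reporting Pax8 driven TPO promoter activity; plate controls were median of neutral control wells for no effect and mitoxantrone controls for full effect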
LGR2 inh – inhibitors of bursicon-induced Drosophila LGR2 receptor cAMP signaling. inhibition, % at 9.99 µM. HEK293 LGR2, CRE-luciferase, bursicon-stimulated, 4 h. actives 0.35% (n = 380,000);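 active = drop in luminescence signal, shown as inhibition above about 50% in the replicate tests, limit read from the data, passing the limit was not always enough; inconclusive = probably only some replicates passing the limit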;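 also: agonist challenge used bursicon conditioned medium at about half maximal strength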
ARNT-TACC3 inh – ARNT/TACC3 interaction disruption; Q9Y6A5; AlphaScreen His-ARNT PAS-B/GST-TACC3 binding, luminescence; TACC3 fragment carries E629A point mutation; inhibition, % at 9.99 µM; actives 0.66% (n = 390,000);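 active = mean inhibition of replicates at least 50% and at least half of replicates each reaching 50%; inconclusive = half or more replicates reach 50% but mean below 50%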;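 also: 0% = complete ARNT plus TACC3 wells and 100% = ARNT alone without TACC3; many hits fall short of the cut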
GSIS activator – primary screen for activators of insulin secretion dependent on glucose, INS-1E cells, GLuc reporter luminescence; activation, % at 16.6 µM; actives 0.61% (n = 370,000); INS-1E GLuc reporter insulin secretion, 2-3 h;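 active = lowest replicate activation of at least 40%, so every replicate reaches that level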;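 also: 0% = median of neutral control wells and 100% = median of IBMX positive control wells; some compounds called inactive have numbers as strong as hits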
Statin myotox sup – suppression of simvastatin myotoxicity | C2C12 myotubes + simvastatin, ATP luminescence, 48 h; scaled: DMSO 0, geranylgeraniol control 100 | rescue of ATP level, % at 7.49 µM | actives 0.78% (n = 330,000) | AID 602340;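 active = mean ATP rescue above about 67%, or every replicate alone reaching that limit, limit read from the data, passing the limit was not always enough; inconclusive = no clear call, values can overlap the other calls; inactive = mean under the limit and some replicate under it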;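 also: myotubes were challenged with 10 µM simvastatin during compound exposure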
PGC1a acetyl inh – modulators of PGC1a acetylation | actives 0.17% (n = 350,000) | inhibition, % at 15.6 µM | U2OS PGC1a acetylation, AlphaScreen anti-acetyl-lysine; with virally co-expressed GCN5 acetyltransferase;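 active = every replicate shows inhibition of at least 40%; inconclusive = mean inhibition at least 40% but some replicate below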;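 also: 0% = neutral control wells and 100% = positive control wells; some results beyond the cut were filed as inactive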
An asterisk follows results filed as active; ? = inconclusive; . = not tested or not shown. Not a hit list, and some 2.9% of all compounds hit somewhere here.

SMILES	PglD DTNB	Cneo AK release	PAX8 reporter	LGR2 inh	ARNT-TACC3 inh	GSIS activator	Statin myotox sup	PGC1a acetyl inh
COCCN1CN=C(Nc2nc3ccccc3o2)NC1	2	-4	.	.	1	.	-9	-15
COc1ccccc1NS(=O)(=O)c1cc(NC(=O)COc2ccccc2F)ccc1N1CCOCC1	.	.	2	-3	-9	-3	.	.
Cc1ccc2nc(C)cc(N/N=C/c3ccccc3O)c2c1	-2	0	-10	-30	2	-5	12	-13
C[C@H]1CN([C@@H](C)CO)C(=O)Cc2cc(NC(=O)Nc3cccc4ccccc34)ccc2O[C@@H]1CN(C)C(=O)Nc1ccccc1	-8	-1	10	-9	0	-6	21	11
Cc1ccc(C(c2ccc(C)o2)c2cccc([N+](=O)[O-])c2O)o1	-4	-4	.	-2	5	-29	0	.
COc1ccc(-c2ccccc2NC(=O)C2CCCN(Cc3ccc(C)o3)C2)cc1 (stereo not given)	2	5	14	21	10	-14	-1	7
COc1cc(/C=N/NC(=O)CCc2ccccc2)ccc1O	-6	-6	12	.	4	.	9	2
CCC(C)(O)C(=O)N[C@H]1CCCN1C(=O)/C=C/c1ccccc1 (stereo not given in full)	2	6	1	0	-9	11	11	.
CC(C)[C@H](N)C(=O)NC[C@H]1O[C@@H](n2cnc3c(N)ncnc32)[C@H](O)[C@@H]1O	3	-4	4	-22	-4	-3	-15	3
CCN(CC)c1nc2ccccc2n2cnnc12	-4	-1	2	.	-4	.	-2	12
CNC(=O)/C(C#N)=C/c1ccc(-c2ccc(OC)cc2[N+](=O)[O-])o1	-5	0	-63	.	-3	.	1	1
CCCSC1=C(C#N)C(c2ccccc2OCC)CC(=O)N1 (stereo not given)	0	9	7	.	-9	.	-7	-19
S=C(NC1CCCCC1)N1CCOCCOCCN(C(=S)NC2CCCCC2)CCOCC1	-1	2	-13	3	.	-21	.	-3
O=c1cc(-c2ccccc2)[nH]c2nc3ccccc3n12	-5	-8	-74	.	-9	.	-42	5
Cc1ccn2cc(CSc3ccccc3)nc2c1	2	3	.	.	3	.	-14	7
CC(C)(C)c1ccc(C(=O)NNC(=O)CNC(=O)c2cccs2)cc1	8	-2	-27	1	-12	-6	9	4
O=C(O)/C(=C\c1ccc(Cl)cc1)c1ccc(S(=O)(=O)N2CCCC2)s1	0	1	2	.	12	.	6	5
CN1CCN(C(=O)C[C@H]2C[C@H]3c4cc(NC(=O)NC5CCCC5)ccc4O[C@H]3[C@@H](CO)O2)CC1	2	-60	-16	-2	-2	-4	1	-8
Cc1ccc(-n2c(-c3ccccc3)c[n+]3c2CCC3)cc1	.	.	52	13	0	-31	.	-6
CCCCNC(=O)C1C2C=CC3(CN(Cc4ccc(C)cc4)C(=O)C13)O2 (stereo not given)	2	1	-2	.	.	21	3	-5

Arranged by the number under ARNT-TACC3 inh (rising): some entries from above.
| SMILES | ARNT-TACC3 inh |
| --- | --- |
| O=c1cc(-c2ccccc2)[nH]c2nc3ccccc3n12 | -9 |
| CC(C)[C@H](N)C(=O)NC[C@H]1O[C@@H](n2cnc3c(N)ncnc32)[C@H](O)[C@@H]1O | -4 |
| CN1CCN(C(=O)C[C@H]2C[C@H]3c4cc(NC(=O)NC5CCCC5)ccc4O[C@H]3[C@@H](CO)O2)CC1 | -2 |
| COCCN1CN=C(Nc2nc3ccccc3o2)NC1 | 1 |
| Cc1ccn2cc(CSc3ccccc3)nc2c1 | 3 |
| Cc1ccc(C(c2ccc(C)o2)c2cccc([N+](=O)[O-])c2O)o1 | 5 |
| O=C(O)/C(=C\c1ccc(Cl)cc1)c1ccc(S(=O)(=O)N2CCCC2)s1 | 12 |

(next part)
SMILES	PglD DTNB	Cneo AK release	PAX8 reporter	LGR2 inh	ARNT-TACC3 inh	GSIS activator	Statin myotox sup	PGC1a acetyl inh
CC(C)Cn1c(SCC(=O)Nc2ccc(Cl)cc2F)nc(O)cc1=O	0	2	-8	-11	0	.	95*	-4
O=C(CN1CCC(C(O)(c2ccccc2)c2ccccc2)CC1)Nc1ccccc1	2	1	.	.	-6	.	10	-12
Cc1cc(C)c2nc(SCC(=O)NC(=O)c3cccn3C)cc(C)c2c1	.	.	10	8	-9	1	.	-1
Cc1cc(C)n(C(=O)c2cccc(S(=O)(=O)N3CCOCC3)c2)n1	-6	-1	11	.	3	.	12	14
CCCNC(=O)Cn1c(=O)/c(=C\c2ccc(-c3cccc([N+](=O)[O-])c3)o2)s/c1=C\C(=O)C(C)(C)C	.	.	0	3	-5	-5	.	.
O=C(c1ccccc1)c1nc2ccccc2n(CCCn2c(=O)c(C(=O)c3ccccc3)nc3ccccc32)c1=O	-3	5	.	.	22	.	-10	14
C[C@@H]1CCCCO[C@@H](CN(C)C(=O)Nc2ccc(F)cc2)[C@H](C)CN([C@H](C)CO)C(=O)c2cc(NC(=O)CCC(F)(F)F)ccc2O1	11	4	-12	6	-13	-21	.	2
CCC(=O)NNC(=O)CCC(=O)Nc1ccc(C)cc1C	.	.	-1	15	-6	6	3	0
CN=C(Nc1cccnc1)c1ccccc1	-1	-1	-12	-31	-3	3	1	3
COc1ccccc1CCNC(=O)C1CC(=O)N(c2ccccc2F)C1 (stereo not given)	3	0	8	7	.	.	-4	8
COc1ccc(C(=O)NC(C)c2cc(OC)c(OC)cc2Br)cc1 (stereo not given)	-4	6	.	.	0	.	-2	-4
C[C@H](CO)N1C[C@H](C)[C@H](CN(C)S(=O)(=O)c2cn(C)cn2)Oc2ccc(NS(=O)(=O)c3ccc(F)cc3)cc2C1=O	.	.	.	-6	.	9	-18	2
O=C(C[C@H]1C[C@@H]2c3cc(NC(=O)c4ccc5c(c4)OCO5)ccc3O[C@@H]2[C@H](CO)O1)NCc1ccc(Oc2ccccc2)cc1	-1	47	3	17	29	-4	20	1
O=C(CCc1nc2ccccc2c(=O)[nH]1)NNC(=O)c1ccc(F)cc1	-1	1	-10	-16	-8	6	5	.
C[C@@H]1CCCCO[C@H](CN(C)S(=O)(=O)c2cccs2)[C@@H](C)CN([C@H](C)CO)C(=O)c2cc(NC(=O)Nc3ccc(F)cc3)ccc2O1	-3	0	-3	13	-7	-1	63	5
Cc1ccc(C(=O)O)cc1-c1ccc(/C=C2\SC(=O)N(CC(=O)Nc3ccccc3)C2=O)o1	-2	-1	-8	-37	-2	-2	1	2
C=CCNC(=O)c1c(CS(=O)(=O)c2ccccc2)noc1C(=O)NCc1ccccc1	4	-1	-2	.	-3	.	-28	4
N#C[C@@H]1[C@@H](c2ccc(C#Cc3ccccc3F)cc2)[C@@H](CO)N1C(=O)c1cccnc1	2	0	-6	-24	3	-9	-6	-1
C=CC1=C2C=C(C3CC3)N(C3CC3)C=C2C(=O)C(C)(OC(=O)c2ccco2)C1=O (stereo not given)	4	-1	-2	-9	-15	1	6	1
CC(C)NC(=O)Nc1ccc2c(c1)C(=O)N([C@H](C)CO)C[C@@H](C)[C@H](CN(C)C(=O)NC(C)C)O2	-8	0	4	-12	-12	5	-2	5

Molecules listed so far that contain a thiophene ring, fused or not (3):
SMILES	PglD DTNB	Cneo AK release	PAX8 reporter	LGR2 inh	ARNT-TACC3 inh	GSIS activator	Statin myotox sup	PGC1a acetyl inh
CC(C)(C)c1ccc(C(=O)NNC(=O)CNC(=O)c2cccs2)cc1	8	-2	-27	1	-12	-6	9	4
O=C(O)/C(=C\c1ccc(Cl)cc1)c1ccc(S(=O)(=O)N2CCCC2)s1	0	1	2	.	12	.	6	5
C[C@@H]1CCCCO[C@H](CN(C)S(=O)(=O)c2cccs2)[C@@H](C)CN([C@H](C)CO)C(=O)c2cc(NC(=O)Nc3ccc(F)cc3)ccc2O1	-3	0	-3	13	-7	-1	63	5

(listing goes on)
SMILES	PglD DTNB	Cneo AK release	PAX8 reporter	LGR2 inh	ARNT-TACC3 inh	GSIS activator	Statin myotox sup	PGC1a acetyl inh
CO[C@H]1CN(C)C(=O)c2cc(NC(=O)Nc3ccccc3)ccc2OC[C@H](C)NC[C@@H]1C	-3	-6	-3	-43	-2	-6	19	.
CCc1ccc(N2CC(C(=O)N3CCN(c4ccc([N+](=O)[O-])cc4)CC3)CC2=O)cc1 (stereo not given)	-4	1	11	21	.	30	-2	1
Cc1ccc(NC(=O)Cn2c(=O)n(Cc3ccco3)c(=O)c3ccccc32)c(C)c1	3	0	4	.	-6	.	.	4
Cc1ccc(C2=NOC(C)(c3nnc(-c4cccc(Cl)c4)o3)C2)cc1 (stereo not given)	-1	0	-41	23	-5	-4	9	-4
Cc1ccccc1C(NC(N)=O)c1ccccc1 (stereo not given)	-1	1	.	-2	7	1	-4	2
N#CCN1CCC/C1=C\[N+](=O)[O-]	2	0	.	.	-1	.	-5	2
COc1ccc(NC(=O)N(C)C[C@H]2Oc3ccc(NC(=O)Nc4cccc5ccccc45)cc3CC(=O)N([C@@H](C)CO)C[C@@H]2C)cc1	8	42	-88	8	-3	-5	38	6
CC1CCN(C2=C(NS(=O)(=O)c3ccccc3)C(=O)c3ccccc3C2=O)CC1	.	.	-1	-39	13	14	.	-4
COc1ccc(C(C)(O)c2nc(-c3cnc4ccccc4c3)cs2)cc1 (stereo not given)	.	0	-5	-19	.	.	-10	-17
COc1cc(OC)cc(C(=O)N[C@H](C(=O)NCc2ccccc2)C(C)C)c1	5	0	-39	6	11	23	4	-10
O=C(NCc1ccc(Cl)cc1)c1ccc(-c2ccc(F)c(F)c2)c2ccoc12	1	1	-4	-13	.	-6	-2	6
COCCOC1CCN(Cc2cn(Cc3ccccc3)nc2-c2cc3ccccc3o2)CC1	3	2	1	5	1	-1	2	-14
O=C(Nc1ncc2c(n1)CC(c1ccccc1)CC2=O)c1ccco1 (stereo not given)	0	1	.	0	-1	-5	3	3
COc1ccc(CCN(C)C(=O)CSc2nnc(C3CC3)n2N)cc1OC	1	1	0	14	-2	19	-1	.
CC1CCC2(CC1)NC(=O)N(CC(=O)Nc1ccc3c(c1)OCCCO3)C2=O (stereo not given)	3	1	1	0	5	12	0	.
Cc1onc(C(=O)N2CCC(Cc3ccccc3)CC2)c1[N+](=O)[O-]	9	0	?	3	0	-1	21	19
COC(=O)c1ccc(NC(=O)C(C)Oc2ccccc2)cc1 (stereo not given)	1	4	.	-30	7	-5	-1	.
CN(C)CC(=O)N[C@@H]1CC[C@H](CCn2cc(CN(C)C)nn2)O[C@H]1CO	-3	0	-9	4	-17	7	2	0
CN(C)c1ccc(CNC(=O)C2CCC(CNc3c(N4CCCCC4)c(=O)c3=O)CC2)cc1 (stereo not given)	-3	2	-1	6	5	0	-11	-5
CCCNC(=O)NC[C@H]1[C@H](c2ccc(C3=CCCC3)cc2)[C@@H](CO)N1C(C)=O	-1	1	-5	-6	-10	6	7	9
Oc1ccc(-c2onc(C(F)(F)F)c2-c2cscn2)c(O)c1	11	-2	.	.	1	.	16	6
CC(=O)N1CCN(Cc2nc3cc(NC(=O)c4ccccc4)ccc3n2C)CC1	-4	1	.	8	4	4	.	1

Of the compounds above, these have a tert-butyl group.
SMILES	PglD DTNB	Cneo AK release	PAX8 reporter	LGR2 inh	ARNT-TACC3 inh	GSIS activator	Statin myotox sup	PGC1a acetyl inh
CC(C)(C)c1ccc(C(=O)NNC(=O)CNC(=O)c2cccs2)cc1	8	-2	-27	1	-12	-6	9	4
CCCNC(=O)Cn1c(=O)/c(=C\c2ccc(-c3cccc([N+](=O)[O-])c3)o2)s/c1=C\C(=O)C(C)(C)C	.	.	0	3	-5	-5	.	.

Assay outcomes deposited in PubChem by Broad Institute.
